M. tuberculosis = growth inhibition of non-replicating M. tuberculosis (AID 488890); one-dose inhibition, % at 25 µM; IC50 in µM for titrated hits; 320,000 compounds, 0.39% hits; Mycobacterium tuberculosis non-replicating, growth inhibition; higher % means a stronger effect; in the data active = a potency from the dose series; inconclusive = inhibition mostly from about 82% at the one dose, without a potency; inactive = the rest, 99 in 100 with inhibition below about 76%;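 note: plate controls were DMSO cells for no effect and high antibiotic wells for full effect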
H37Rv inhibition = M. tuberculosis growth inhibition, HTS (AID 449762) | M. tuberculosis H37Rv growth inhibition, 7H9 media; higher % means a stronger effect | inhibition, % at 25 µM, or IC50 in µM where a hit was titrated | 330,000 compounds, 0.59% hits; in the data active = a potency from the dose series; inconclusive = inhibition above about 70% without an active follow-up result;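 note: bacterial growth assessed after seven days of incubation; strong numbers were not always called active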
influenza NS1A = H1N1 influenza NS1A inhibitors, functional cell based assay (AID 504329); NS1A functional cell-based assay, percent inhibition; higher % means a stronger effect; inhibition, % at 12.5 µM; hits with a dose series show IC50 in µM; 340,000 compounds, 0.3% hits; in the data active = a potency from the dose series; inconclusive = inhibition above about 27% without an active follow-up result; note: strong numbers were not always called active
PhoP GFP inhibition = PhoP regulon inhibitors, Salmonella typhi PhoP promoter GFP reporter, confirmatory (AID 1850); 310,000 compounds, 0.33% hits; inhibition, % at 50 µM; hits with a dose series show IC50 in µM; Salmonella Typhi PhoP-promoter GFP reporter, fluorescence, 4 h; higher % means a stronger effect; in the data active = a potency from the dose series; inconclusive = inhibition mostly from about 25% at the one dose, without a potency; inactive = the rest, 99 in 100 with inhibition below about 19%;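 note: 0% = induced wells with vehicle and 100% = uninduced wells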
inhibitors of VEEV = inhibitors of VEEV TC-83 cytopathic effect, confirmation, Vero cells (AID 588727); Vero cells, VEEV TC-83 cytopathic effect inhibition; higher % means a stronger effect; inhibition, % at 20 µM, or IC50 in µM where a hit was titrated; 350,000 compounds, 0.13% hits; in the data active = a potency from the dose series; inconclusive = inhibition mostly from about 14% at the one dose, without a potency; inactive = the rest, 99 in 100 with inhibition below about 12%; note: strong numbers were not always called active
inhibitors of VEEV 10K pilot screen = also measured in inhibitors of VEEV; calls as there; inhibition, %; measured here: 10K pilot screen inhibition
* hit, by the source's call; i = inactive; ? = inconclusive; . = not tested or not shown. Compounds were not picked by outcome; overall some 1.5% were active at least once.

SMILES	M. tuberculosis	H37Rv inhibition	influenza NS1A	PhoP GFP inhibition	inhibitors of VEEV	others
C=C(C)C1CC=C(C)/C(=N/Nc2ccccc2[N+](=O)[O-])C1 (stereo not given)	29%	6%	0%	5%	1.8%
Cn1c(=O)c2c(nc3n2CC(O)CN3c2ccc(O)cc2)n(C)c1=O (stereo not given)	-13%	-3%	-5%	6%	i
CCCc1nc2c(C)cc(C)cc2c(N)c1CC	20%	-3%	0%	1%	i
CC(=O)N1CCN(c2ccc(NC(=O)c3ccc(Cl)c(Cl)c3)cc2)CC1	24%	44%	-3%	3%	1.9%
NC1(C#Cc2ccc3c(=O)c4ccccc4sc3c2)CCCCC1	65%	?	3%	.	2.5%	inhibitors of VEEV 10K pilot screen=0.5
Oc1ccc(CC2(N3CCCC3)CCCCC2)cc1	-7%	-2%	-4%	8%	i
CCc1ccccc1NC(=S)N(CCOC)C(C)c1ccco1 (stereo not given)	-3%	0%	-12%	5%	i
Cc1ccc(S(=O)(=O)NN2C(=O)c3ccccc3NC2c2ccccc2)cc1 (stereo not given)	-8%	8%	-10%	4%	5.4%
COC(=O)[C@@]1(C)CC[C@]2(C)CC[C@@]3(C)C(=CC(=O)C4[C@@]5(C)CC[C@H](O)C(C)(C)[C@@H]5CC[C@]43C)[C@H]2C1 (stereo not given in full)	5%	2%	2%	-2%	i
Cc1cccc(C)c1Nc1nnc(SCC(=O)NC2CCS(=O)(=O)C2)s1 (stereo not given)	-12%	2%	-4%	-1%	i
Cc1ccsc1C1C2=C(CC(C)(C)CC2=O)Nc2ncnn21 (stereo not given)	.	-7%	-2%	5%	i
NC(=O)CC(NC(=O)c1ccccc1)c1ccc(NCc2ccccc2)c([N+](=O)[O-])c1 (stereo not given)	8%	-9%	6%	8%	0.4%
O=C(CNC(=O)c1cccnc1)N=Nc1c(O)[nH]c2c(Br)cc(Br)cc12	10%	-4%	-2%	5%	4.3%
Cc1ccc(-c2nnc(N3CC(C)OC(C)C3)c3ccccc23)cc1 (stereo not given)	30%	2%	1%	2%	1.6%
O=C(CCS(=O)(=O)c1ccc(Br)s1)NC1CCCC1	6%	-9%	7%	3%	6.4%
O=C(NCc1ccco1)C1CCC(N2C(=O)C3C4CCC(C4)C3C2=O)CC1 (stereo not given)	-2%	2%	6%	-5%	i
CCCCn1c(-c2ccccc2)cnc1SCC(=O)NCCc1ccc(OC)c(OC)c1	43%	-1%	11%	-3%	i
Cc1sc(/N=C/c2ccccc2O)c(C#N)c1C	-12%	2%	.	-1%	.
CCN1C(=C(C#N)C#N)C=Cc2ccccc21	0%	-6%	-6%	9%	1.2%
CCc1ccc(CCC(=O)Nc2ccc(Cl)cc2)o1	?	16%	-5%	4%	0.2%
CCc1nc(N(CC)CC)c2oc3ccccc3c2n1	.	4%	-10%	1%	2.7%
COC(CN(C(=O)CCl)C(C(=O)NC1CCCCC1)c1ccc(C)cc1)OC (stereo not given)	49%	-6%	-6%	-10%	?
COc1ccc(Nc2nc(N)nc(CSc3nccn3C)n2)cc1	-10%	-5%	4%	-9%	0.2%
CCOC(=O)c1ccc(NC(=S)NN)cc1	?	?	-9%	-6%	i
COc1cccc(-c2nc(COc3ccc(Cl)cc3Cl)no2)c1	64%	-18%	16%	4%	0.1%
SMILES	M. tuberculosis	H37Rv inhibition	influenza NS1A	PhoP GFP inhibition	inhibitors of VEEV	others
Cn1nnnc1SCCNCc1ccc(Cl)cc1	3%	-6%	12%	0%	2.2%
CCCc1nnc(NC(=O)CCN2C(=O)c3ccccc3C2=O)s1	3%	1%	4%	7%	0.5%
CCOc1cc(/C=C2\SC(=Nc3ccc(CC)cc3)NC2=O)ccc1OCC(=O)O	6%	-10%	-6%	-3%	0.3%
Cc1cc(NC(=O)c2ccc3c(c2)OCO3)no1	0%	2%	-3%	5%	0.7%
CCC1(C)Cc2c(sc(NC(=S)NC(=O)c3ccccc3)c2C#N)CO1 (stereo not given)	40%	12%	5%	-1%	3.2%
CC1(C)CC2c3cccc(C(=O)O)c3C(=O)N2c2c1ccc1ccccc21 (stereo not given)	17%	-4%	-1%	-2%	i
O=C(NCc1ccc(OC(F)(F)F)cc1)C1CC2Cn3c(nc4ccccc43)C2N1Cc1ccccc1 (stereo not given)	3%	-5%	-1%	2%	i
COc1cc2oc3cc(C#Cc4ccc(N)cc4)ccc3c(=O)c2cc1OC	32%	4%	-3%	13%	10%
CC12CC(NC(=O)N1c1cccc(C(=O)N3CCN(c4ccccc4F)CC3)c1)c1ccccc1O2 (stereo not given)	28%	3%	2%	14%	i
Cc1cc(C)nc(OC(C(=O)O)C(OCc2ccccc2)(c2ccccc2)c2ccccc2)n1 (stereo not given)	15%	1%	-4%	4%	1.2%
COc1ccc(N=c2scc(C)n2CCCN2CCCC2=O)cc1	8%	4%	-8%	-2%	1.6%
Cc1ccccc1N1C(=O)CC(=O)N(c2ccccc2C)C1=O	-5%	-2%	0%	-2%	i
CC(C)(C)OC(=O)NCc1ccc(CNC(=O)c2ncn(Cc3ccccc3)c2C(=O)NCc2ccc(CNC(=O)OC(C)(C)C)cc2)cc1	-10%	2%	3%	.	0.5%	inhibitors of VEEV 10K pilot screen=2.3
CC(=O)N1CCc2cc(S(=O)(=O)NC(Cc3ccccc3)C(=O)O)ccc21 (stereo not given)	-3%	4%	0%	4%	i
O=C(NC(=S)N1CCN(c2nc(-c3ccccc3)cs2)CC1)c1cccnc1	?	?	6%	6%	2.9%
CC(NS(=O)(=O)c1ccccc1)C(N)=O (stereo not given)	2%	-17%	3%	3%	0.6%
Cc1cn(CC(=O)NCCc2ccccn2)c(=O)[nH]c1=O	.	.	14%	.	i
N#Cc1ccc(NC(=O)CSc2nc3[nH]c(=O)cc(O)c3s2)cc1	-26%	-9%	-7%	.	2.8%
CN(CC(=O)Nc1ccc(F)cc1)C(=O)COC(=O)C1=COCCO1	-5%	3%	-11%	-2%	1.0%
CCOc1cc(C(=O)N/N=C/c2ccoc2)cc(OCC)c1OCC	-1%	-2%	-11%	-7%	2.8%
NC(=O)c1ccccc1NS(=O)(=O)c1ccc2c(c1)OCCO2	6%	0%	19%	-3%	i
CCOc1ccc(-n2c(CCc3ccccc3)n[nH]c2=S)cc1	-10%	4%	-4%	-17%	1.0%
Cc1ccc(C2(c3ccccc3)NC(=O)N(CC(=O)N(C)C3CCS(=O)(=O)C3)C2=O)cc1C (stereo not given)	27%	6%	0%	.	0.9%
CC(C)C[C@@H](CSc1ccccc1)N1CCN(CC(C)C)CCC1=O	9%	5%	-10%	-3%	0.6%
Cc1cccc(-n2c(O)c(C=Nc3ccc(O)cc3)c3ccccc3c2=O)n1	1%	4%	26%	10%	8.9%
SMILES	M. tuberculosis	H37Rv inhibition	influenza NS1A	PhoP GFP inhibition	inhibitors of VEEV	others
Cc1cc(C)nc(NC(=O)C2c3ccccc3Oc3ccccc32)n1	4%	1%	.	5%	0.3%
COc1ccc(C2=NN(c3ccccc3)C(c3cccs3)C2)cc1 (stereo not given)	56%	60%	-30%	5%	i
O=C(CN1C(=O)c2ccccc2S1(=O)=O)NCc1ccccn1	-6%	1%	0%	13%	0.4%
COc1nc(NC(C)C)nc(N(C#N)CN2C(=O)c3ccccc3S2(=O)=O)n1	7%	2%	-11%	12%	0.1%
COc1cccc(C(=O)NC(=S)Nc2cccnc2)c1	23%	-1%	-3%	2%	7.8%
C(=N\n1cnnc1)/c1cccc(OCCOc2ccccc2)c1	42%	4%	1%	-6%	4.7%
CCOc1cc(NC(=S)NCC2CCCO2)c(OCC)cc1NC(=O)c1cccc(C)c1 (stereo not given)	?	-15%	15%	-3%	3.9%
COc1ccc(C(=O)NCC(=O)OCC(=O)N2CC(C)CC(C)C2)cc1 (stereo not given)	-3%	2%	7%	2%	i
CCOC1=C(N2CC2)C(=O)C(OCC)=C(N2CC2)C1=O	.	.	2%	.	1.7%
CC1(C)Cc2c(C#N)c(NCC3CCCO3)nc(-c3ccco3)c2CO1 (stereo not given)	1%	4%	-9%	-4%	8.5%
O=C1N=C(N2CCCCC2)S/C1=C\c1ccccc1F	80%	70%	-49%	-6%	0.2%
O=C(O)CC(=O)Nc1cc(Cl)ccc1O	-12%	-2%	-1%	-3%	0.8%
CCCC1OC2CC3C4CCC5=CC(=O)C=CC5(C)C4C(O)CC3(C)C2(C(=O)O)O1 (stereo not given)	13%	5%	-1%	-3%	1.3%
O=[N+]([O-])c1ccc(N2CCN(C(=S)NCc3ccc(Cl)cc3)CC2)cc1	38%	?	1%	-1%	0.9%
Cc1ccc(OC/C(=N\O)C(C)(C)C)c([N+](=O)[O-])c1	9%	4%	-11%	9%	4.0%
Cc1cc(C)cc(NCCC#N)c1	-18%	-5%	-8%	-11%	1.0%
COc1ccc(Cl)cc1NC(=O)NN1CCN(C)CC1	-14%	-6%	-18%	-16%	i
O=[N+]([O-])c1cc(F)cc(F)c1Nc1ccc(F)cc1	.	.	27%	.	1.5%
CC1CCCCN1C(=O)/C=C/c1ccccc1[N+](=O)[O-] (stereo not given)	-20%	1%	3%	-1%	i
Cc1sc(NC(=O)C2C3C=CC(C3)C2C(=O)O)c(C(N)=O)c1-c1ccc(C(C)C)cc1 (stereo not given)	33%	3%	5%	-6%	2.3%
C/C(CS(=O)(=O)c1ccc(Cl)cc1)=N/NC(N)=S	40%	0%	5%	3%	0.1%
O=C1C2C3C=CC(C3)C2C(=O)N1/N=C/c1cn(Cc2ccc(F)cc2)c2ccccc12 (stereo not given)	35%	3%	9%	9%	i
CSc1nnc(-c2cccs2)n1-c1ccccc1	-1%	-1%	3%	2%	i
Cc1c(N=Nc2c(O)n(Cc3ccccc3)c(=O)[nH]c2=O)c(=O)n(-c2ccccc2)n1C	6%	-1%	3.3µM*	0%	11%	inhibitors of VEEV 10K pilot screen=10
Cc1ccc(NS(=O)(=O)c2cc(OCC(N)=O)c(C)cc2Cl)cc1C	-4%	0%	-10%	7%	1.6%
SMILES	M. tuberculosis	H37Rv inhibition	influenza NS1A	PhoP GFP inhibition	inhibitors of VEEV	others
CN(C)CCN(C(=O)COc1ccc(Cl)cc1)c1nc2cc3c(cc2s1)OCO3	7%	6%	-3%	5%	i
O=C(CCCN=C1NS(=O)(=O)c2ccccc21)Nc1ccc(Cl)cc1	14%	-7%	-10%	.	0.4%
C/C(=N\NC(=O)CCC(=O)Nc1ccc(C)c(C)c1)C1CC1	4%	-11%	-7%	0%	1.9%
COc1ccc(C2C(C(C)=O)=C(C)Nc3ncnn32)cc1[N+](=O)[O-] (stereo not given)	-7%	8%	-6%	-18%	i
Brc1cccc(-c2cnc3n2CCCCC3)c1	?	-4%	-1%	-5%	0.3%
CC(=O)c1ccc(N2CCN(C(=S)Nc3cccc(F)c3)CC2)cc1	14%	-5%	5%	-4%	2.0%
Nc1ccc(C(=O)CC(=O)Nc2ccc(Cl)cc2)cc1	15%	0%	-10%	-8%	i
CCOc1ccccc1NC(=O)C(Sc1nnc2ccccn12)c1ccccc1 (stereo not given)	11%	6%	-2%	-5%	6.2%
Cc1ccc(N2CC(C(=O)Nc3ccc4c(c3)OCCO4)CC2=O)cc1C (stereo not given)	1%	6%	-2%	2%	1.0%
S=C(NC1CC1)SCc1ccco1	49%	1%	0%	.	7.5%
O=C(O)CSCC(=O)N1CCCCC1	-3%	-3%	-11%	-8%	0.1%

6 successive records already listed, for reference:
SMILES	M. tuberculosis	H37Rv inhibition	influenza NS1A	PhoP GFP inhibition	inhibitors of VEEV	others
CC(=O)c1ccc(N2CCN(C(=S)Nc3cccc(F)c3)CC2)cc1	14%	-5%	5%	-4%	2.0%
Nc1ccc(C(=O)CC(=O)Nc2ccc(Cl)cc2)cc1	15%	0%	-10%	-8%	i
CCOc1ccccc1NC(=O)C(Sc1nnc2ccccn12)c1ccccc1 (stereo not given)	11%	6%	-2%	-5%	6.2%
Cc1ccc(N2CC(C(=O)Nc3ccc4c(c3)OCCO4)CC2=O)cc1C (stereo not given)	1%	6%	-2%	2%	1.0%
S=C(NC1CC1)SCc1ccco1	49%	1%	0%	.	7.5%
O=C(O)CSCC(=O)N1CCCCC1	-3%	-3%	-11%	-8%	0.1%

Of the compounds above, 3 have bromine.
SMILES	M. tuberculosis	H37Rv inhibition	influenza NS1A	PhoP GFP inhibition	inhibitors of VEEV	others
O=C(CNC(=O)c1cccnc1)N=Nc1c(O)[nH]c2c(Br)cc(Br)cc12	10%	-4%	-2%	5%	4.3%
O=C(CCS(=O)(=O)c1ccc(Br)s1)NC1CCCC1	6%	-9%	7%	3%	6.4%
Brc1cccc(-c2cnc3n2CCCCC3)c1	?	-4%	-1%	-5%	0.3%
